TrxR1 inh: qHTS Assay for Inhibitors of Mammalian Selenoprotein Thioredoxin Reductase 1 (TrxR1): qHTS | recombinant rTrxR1, NADPH fluorescence consumption, selenite substrate | 390,000 tested, 1% active | Potency, µM (highest dose often 114 µM), inactives show top-dose activity change, negative = inhibition, most hits filed as inhibitors | Thioredoxin reductase 1, cytoplasmic (Rattus norvegicus), O89049; also: potency is read from the fitted curve at half-maximal effect; % is scaled to controls: 0 for no effect and ±100 for the full control effect; nearly all actives have a fitted effect of over 65% in size
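Rat TrxR1 (90 nM in the dispensed reagent) was pre-reduced with 400 uM NADPH for 5 min at room temperature, then incubated with compound for 15 min. After 400 uM selenite was added, NADPH fluorescence (Ex 340/Em 450 nm) was followed for 8 min.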
PI4K2A block: qHTS for small molecular inhibitors of PI4K2A; activity change, negative = inhibition, % at 76.9 µM; 420,000 tested, 0.13% active; purified PI4K2A, ADP-Glo luminescence, 1 h; active compounds read low; in the data active = activity change below about -50%; inconclusive = mostly about -30% to -49%;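 also: -100% = wells without enzyme as full effect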
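In this quantitative HTS, ADP production by PI4K2A was quantified luminescently after 1 h at ambient temperature; 100 microM adenosine served as plate-quality control.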
IDH1 R132H inh: qHTS for Inhibitors of mutant isocitrate dehydrogenase 1 (IDH1): qHTS. AID 602179, 2012. Isocitrate dehydrogenase [NADP] cytoplasmic (Homo sapiens), O75874. 390,000 tested, 0.093% active. IDH1-R132H enzyme, NADPH consumption, diaphorase/resazurin fluorescence. Potency, µM (doses to about 76.6 µM), inactives show top-dose activity change, negative = inhibition, most hits filed as inhibitors; also: potency is read from the fitted curve at half-maximal effect; % is scaled to controls: 0 for no effect and ±100 for the full control effect; nearly all actives have a fitted effect of over 65% in size
Target sequence (O75874 whole entry R132H, stated change not applied): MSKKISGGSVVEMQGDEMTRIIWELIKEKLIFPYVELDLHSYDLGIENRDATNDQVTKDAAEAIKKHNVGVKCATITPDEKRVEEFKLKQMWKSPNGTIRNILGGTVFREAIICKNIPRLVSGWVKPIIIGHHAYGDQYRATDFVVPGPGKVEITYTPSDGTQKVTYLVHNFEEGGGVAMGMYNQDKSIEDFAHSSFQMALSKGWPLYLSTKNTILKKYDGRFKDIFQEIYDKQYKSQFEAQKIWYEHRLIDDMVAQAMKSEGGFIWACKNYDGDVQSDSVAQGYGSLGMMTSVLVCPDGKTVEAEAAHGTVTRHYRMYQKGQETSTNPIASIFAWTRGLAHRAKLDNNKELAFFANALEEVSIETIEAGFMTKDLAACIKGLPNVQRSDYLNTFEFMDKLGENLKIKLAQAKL
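IDH1-R132H (0.5 ug/mL) preincubated 30 min with compound, then NADPH (0.016 mM) and alpha-KG (2 mM) added; 80 min at RT, pH 7.5. Remaining NADPH coupled via diaphorase/resazurin to fluorescence (540/590 nm); concentration-response curves normalized to no-enzyme control.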
TRHR ag: qHTS for Small Molecule Agonists and Allosteric Enhancers of Human TRH Receptor: Primary Screen for Agonists; TRHR cells, calcium flux fluo-8, FDSS agonist mode; activation, % at 2 µM; 360,000 tested, 0.18% active; in the data active = activation above about 30%; also: 0% is about no effect
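TRHR-expressing cells, plated overnight in medium with 10% serum, were loaded with fluo-8 calcium dye at room temperature. After a 10 s baseline, library compound was pin-added and calcium release was recorded kinetically (ex 480/em 530) as agonist response.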
TrxR1 substrate: qHTS Assay for Substrates of Mammalian Selenoprotein Thioredoxin Reductase 1 (TrxR1): qHTS; purified TrxR1 substrate turnover, NADPH consumption readout; Thioredoxin reductase 1, cytoplasmic (Rattus norvegicus), O89049; AID 588456, 2011; 390,000 tested, 0.01% active; Potency, µM (top dose mostly 114 µM), for the others: top-dose activity change, negative = substrate turnover; also: potency is read from the fitted curve at half-maximal effect; % is scaled to controls: 0 for no effect and ±100 for the full control effect; nearly all actives have a fitted effect of over 50% in size
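Rat TrxR1, dispensed at 90 nM, was prereduced with 400 uM NADPH (final) for 5 min at ~22 deg C, then incubated with compound 15 min before 400 uM selenite. A first-read NADPH fluorescence drop versus no-compound background flagged substrates.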
USP1-UAF1 inh: Inhibitors of USP1/UAF1: Primary Screen; 390,000 tested, 0.23% active; Potency, µM (top dose mostly 57.1 µM), inactives show at the top dose activity change, negative = inhibition, actives largely listed as inhibitors; AID 743255, 2014; recombinant USP1/UAF1, Ub-Rhodamine cleavage fluorescence; Ubiquitin carboxyl-terminal hydrolase 1 (Homo sapiens), O94782; also: potency is read from the fitted curve at half-maximal effect; % is scaled to controls: 0 for no effect and ±100 for the full control effect; nearly all actives have a fitted effect of over 60% in size; inactives centre near -12
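In this screen, compounds sit with the deubiquitinase complex (1nM) for 15 min at room temperature before Ub-Rho is added at 150nM final. Fluorescence rise is then followed for 6 reads every 60 seconds.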
D2 agonist: HTS Assay for Allosteric Agonists of the Human D2 Dopamine Receptor: Primary Screen for Agonists; D(2) dopamine receptor (Homo sapiens), P14416; 340,000 tested, 0.53% active; activation, % at 2 µM; HEK293 T-REx D2 cells, calcium flux agonist mode;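 active = activation over 3 SD above normal in the single-dose calcium agonist read, cut at about 30% in these data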; also: 0% is about no effect
Target sequence (P14416 whole entry, looked up): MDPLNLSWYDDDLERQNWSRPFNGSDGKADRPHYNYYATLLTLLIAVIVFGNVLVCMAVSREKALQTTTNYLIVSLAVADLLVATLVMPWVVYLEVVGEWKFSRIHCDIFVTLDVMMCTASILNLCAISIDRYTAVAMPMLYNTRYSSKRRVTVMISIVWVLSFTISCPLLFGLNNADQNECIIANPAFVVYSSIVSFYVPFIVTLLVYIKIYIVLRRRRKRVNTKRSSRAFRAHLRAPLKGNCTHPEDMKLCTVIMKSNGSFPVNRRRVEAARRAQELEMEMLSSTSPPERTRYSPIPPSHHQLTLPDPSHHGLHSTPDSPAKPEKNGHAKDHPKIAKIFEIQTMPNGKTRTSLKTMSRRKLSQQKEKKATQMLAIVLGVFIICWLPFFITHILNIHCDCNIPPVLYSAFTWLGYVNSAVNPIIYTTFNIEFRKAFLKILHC
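Agonism scored from kinetic calcium signal (1 read/sec, 180 s) following compound pin transfer, after a 10 s baseline. Cells: HEK293 Trex line expressing inducible D2 receptor coupled to calcium, dye-loaded after overnight culture at 30 C.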
D2 antag: HTS Assay for Allosteric Antagonists of the Human D2 Dopamine Receptor: Primary Screen for Antagonists; HEK293 TREx D2 cells, calcium flux, dopamine EC80; inhibition, % at 10 µM; 340,000 tested, 2% active; AID 485344, 2010; in the data active = inhibition above about 30%; also: 0% is about no effect
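HEK293 T-REx D2 cells, tet-induced, calcium dye no-wash. Cpd pintool add, 180 s kinetic, then EC80 DA, 180 s kinetic. Ca flux read.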
TRHR enhancer: qHTS for Small Molecule Agonists and Allosteric Enhancers of Human TRH Receptor: Primary Screen for Enhancers. TRHR cells, fluo-8 calcium fluorescence, EC20 TRH enhancement. enhancement, % at 2 µM. 360,000 tested, 0.66% active. AID 493056, 2011; in the data active = enhancement above about 30%; also: 0% is about no effect
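Enhancer read-out: after compound pinning and an initial kinetic agonist-mode read, an EC20 of TRH (10 nM final) was injected and fluo-8 calcium signal (Ex 480/Em 530) followed at 1 s/cycle for 100 cycles in TRHR-expressing cells.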
Starred values were filed as active, the others as inactive; ? = inconclusive; / = no result given; & = joins results of further samples; [ ] = remark or other dose. Unless noted, calls follow the shape of the dose curve; as a rule, active = well fitted inhibition curve with a large enough effect; inconclusive = small, poorly fitted or top-dose-only effect; inactive = no such curve, though single readings can be large or run the other way.

The opening three records (preview)
SMILES | TrxR1 inh | PI4K2A block | IDH1 R132H inh | TRHR ag | TrxR1 substrate | USP1-UAF1 inh | D2 agonist | D2 antag | TRHR enhancer
Cc1ccc2nc3c(cc(C#N)c(=O)n3-c3nccs3)c(=O)n2c1 | ? | 0.7 | 6.6% | 0.1 | / | -11.2% | 0.4 | -18.8 | -0.6
CC1=C(C(=O)Nc2ccc(CC(=O)NCc3ccc(OC(C)C)cc3)cc2)SCCO1 | 45.2%[activator] | 0.7 | -1.9% | -0.2 | 4.3% | -10.5% | -3.7 | -10.1 | 0.4
O=C(Nc1cccc2cccnc12)c1ccc(Br)o1 | -14.2% | -1.1 | 10.4% | -0.7 | 1.9% | -11.3% | 0.0 | -2.7 | -6.3

Results, repeating the preview:
SMILES | TrxR1 inh | PI4K2A block | IDH1 R132H inh | TRHR ag | TrxR1 substrate | USP1-UAF1 inh | D2 agonist | D2 antag | TRHR enhancer
Cc1ccc2nc3c(cc(C#N)c(=O)n3-c3nccs3)c(=O)n2c1 | ? | 0.7 | 6.6% | 0.1 | / | -11.2% | 0.4 | -18.8 | -0.6
CC1=C(C(=O)Nc2ccc(CC(=O)NCc3ccc(OC(C)C)cc3)cc2)SCCO1 | 45.2%[activator] | 0.7 | -1.9% | -0.2 | 4.3% | -10.5% | -3.7 | -10.1 | 0.4
O=C(Nc1cccc2cccnc12)c1ccc(Br)o1 | -14.2% | -1.1 | 10.4% | -0.7 | 1.9% | -11.3% | 0.0 | -2.7 | -6.3
CCN(C(=O)COC(=O)CCCc1nc2ccccc2s1)c1c(N)n(Cc2ccccc2)c(=O)[nH]c1=O | 7.3% | -4.7 | -15.6% | / | -4.3% | -11.0% | / | / | /
Cc1ccccc1S(=O)(=O)N1[C@@H](c2ccc(Br)cc2)C(C(=O)O)=CC[C@H]1c1ccc(Cl)cc1 | ? | -6.1 | 5.9% | / | -6.1% | ? | / | / | /
CC(NC(=S)Nc1ccccc1OC(F)F)C(C)(C)C (stereo unspecified) | -21.4% | 4.9 | 2.3% | -1.0 | -11.1% | -6.0% | -1.2 | -3.2 | 7.8
Cc1[nH]c2ccccc2c1C1=CN2CCS(=O)(=O)N=C2S1 | 11.5%[57.1 µM] | 0.8 | 5.9% | -0.2 | 5.2%[57.1 µM] | -12.8% | / | / | 0.9
CC(C)Cc1nn2c(=O)cc(COC(=O)CNC(=O)c3ccc(C(C)(C)C)cc3)nc2s1 | 5.9%[57.1 µM] | -10.0 | -17.7% | -0.8 | 3.7%[57.1 µM] | -2.3% | -0.8 | / | 11.7
CN(C)c1ccc(/C=N/N2CCN(Cc3ccccc3Cl)CC2)cc1 | ? | 2.3 | 0.2% | 0.2 | -14.8% | -15.3% | 0.7 | -5.2 | 6.1
O=C(Nc1ccccn1)NC(C(F)(F)F)C(F)(F)F | -4.4% | 0.3 | 3.7% | 5.2 | -3.9% | -8.9% | 0.8 | 4.5 | -10.3
CCN(CC)C(=O)[C@H]1CC(CC(=O)NCCC2=CCCCC2)C(=O)N2CCc3c([nH]c4ccccc34)[C@]12C (stereo partly specified) | 5.8% | -3.3 | 9.0% | / | -8.9% | -7.8% | / | / | /
O=C(CCNS(=O)(=O)c1ccc2[nH]c(=O)oc2c1)Nc1cccc(Br)c1 | 12.3% | -7.9 | -7.4% | 0.2 | -1.3% | -32.0% | -0.1 | 16.4 | -11.2
CCCCc1nn2c(=O)cc(COC(=O)c3cccc(NC(=O)c4cccc(Cl)c4)c3)nc2s1 | 7.8%[57.1 µM] | -2.4 | 9.0% | -0.2 | 3.6%[57.1 µM] | 9.5% | 1.0 | / | -2.0
COc1cc(C(=S)N2CCOCC2)ccc1OS(=O)(=O)c1ccccc1[N+](=O)[O-] | -1.0%[57.1 µM] | 6.4 | 3.0% | -0.3 | 0.1%[57.1 µM] | ? | 0.4 | -17.5 | 0.8
COc1cc(/C=C(/C#N)c2nc(-c3cc4ccccc4oc3=O)cs2)ccc1O | 2.4% | -2.3 | / | 6.9 | 4.7% | -25.0% | 6.5 | / | 1.0
COC(=O)\C(C(C)=O)=C(/C=C/C=C/N(C)C)N(C)C | ? | -4.7 | 8.1% | 0.7 | -20.8% | -7.1% | 0.2 | 6.4 | -1.4
O=C(c1ccc(OCc2cn3ccccc3n2)cc1)N1CCN(S(=O)(=O)c2ccccc2F)CC1 | -22.0% | -11.0 | 4.7% | -0.2 | 6.3% | -24.8% | -0.6 | -9.7 | -1.9
CC(=O)Nc1ccc(NC(=O)C(F)(F)F)cc1 | 4.8%[57.1 µM] | -0.8 | 1.3% | 0.0 | -1.2%[57.1 µM] | 5.4% | 0.2 | 2.7 | -0.2
COc1ccc(Br)cc1CN(C)CC(=O)Nc1cc(Cl)ccc1Cl | -6.3% | 3.9 | 5.9% | 1.4 | -5.2% | -17.4% | 9.0 | 0.8 | -0.3
COc1ccc(-c2cc3ccc(O)c(CN4CCOCC4)c3oc2=O)cc1OC | 20.0%[57.1 µM] | -1.0 | 0.0% | 9.9 | 43.4%[activator][57.1 µM] | -11.1% | -1.8 | / | -7.0
O=C(c1ccc(COc2ccccc2Br)o1)N1CCCCCC1 | ? | 8.5 | 2.0% | -1.2 | -3.8% | -12.0% | 0.4 | 20.7 | 12.3
COc1cc(NC(=O)Cc2ccc([N+](=O)[O-])cc2)c(C(=O)O)cc1OC | 0.5% | -3.7 | 11.2% | 0.7 | 2.4% | -12.6% | / | / | 3.3
CCOC(=O)c1cc2cc([N+](=O)[O-])ccc2oc1=O | 9.7% | 1.5 | 11.5% | 0.0 | 2.5% | -19.5% | -0.5 | -6.5 | -1.1
N#CN1CCC(NS(=O)(=O)c2ccc(C(F)(F)F)cc2)C1 (stereo unspecified) | -5.5%[57.1 µM] | -11.7 | / | 3.5&3.5 | -0.2%[57.1 µM] | / | 2.6 | 9.6 | 15.8&4.0
Cc1ccc(C(=O)O/N=C(\N)c2ccccn2)cc1Cl | 11.7% | -20.9 | -6.3% | -0.3 | 1.3% | -16.2% | 0.2 | 2.9 | 26.3
COc1ccc(Cl)cc1C(=O)Nc1ccccc1N1CCN(C(=O)C(C)C)CC1 | 19.5% | -0.3 | 11.9% | 1.1 | 2.9% | ? | -0.3 | 8.0 | -13.6
CC(=O)N1CCc2cc(S(=O)(=O)NC(Cc3ccccc3)C(=O)O)ccc21 (stereo unspecified) | 3.6% | 0.2 | -10.8% | 0.7 | -3.1% | -21.5% | 0.4 | -2.9 | 4.1
CCOC(=O)C1(CCCc2ccccc2)CCN(C(=O)C2=C(C)OCCO2)CC1 | 16.5% | 3.3 | 0.0% | -0.2 | 3.3% | -22.8% | 0.4 | -5.3 | 2.0
Cc1ccc(NC(=O)CN(C)CC(=O)Nc2ccccc2C#N)cc1 | 22.1%[57.1 µM] | -0.5 | 0.1% | -0.2 | 8.3%[57.1 µM] | -9.9% | 0.0 | 2.8 | 0.4
COc1ccc(NC(=O)Nc2cc(C(=O)O)ccc2N2CC3CC(C2)c2cccc(=O)n2C3)c(OC)c1 (stereo unspecified) | 3.5% | -0.1 | 4.8% | -0.2 | 2.3% | -9.4% | -0.3 | 9.3 | 7.3
COc1ccccc1C(=O)N/N=C(\C)CC(=O)Nc1ccccn1 | -10.6% | -28.6 | -11.3% | 1.3 | -2.4% | -5.0% | -0.1 | -6.3 | -6.1
O=C(CCCn1c(=O)[nH]c2ccsc2c1=O)N1CCN(c2ccccn2)CC1 | -0.9% | 6.7 | 3.5% | -0.1 | 3.7% | -10.3% | -1.7 | 5.8 | 30.4*
Clc1ccc(OCc2cnc(Cl)s2)cc1 | -2.8% | -3.7 | 6.1% | 0.3 | -8.2% | -17.7% | -1.4 | -9.8 | 3.6
COc1ccc(OC)c(-c2csc(N(Cc3ccco3)C(=O)c3ccco3)n2)c1 | 31.3%[57.1 µM] | -4.0 | 0.1% | 3.2 | 5.6%[57.1 µM] | -17.3% | / | / | -0.2
Cc1cc2c([nH]c3ccccc32)c(C)n1 | 40.3% | -3.8 | 15.2% | 0.4 | 174.3%[activator] | -20.9% | / | / | 1.9
NC(=O)c1nsc(C(=O)N(c2ccccc2)C(C(=O)NC2CCCCC2)c2ccc(O)cc2)c1N (stereo unspecified) | 3.1% | 1.8 | -15.4% | -0.2 | 16.6% | -7.1% | 0.9 | 21.2 | 9.9
CC(C)Cc1cc(C(=O)N2CCCC(CCC(=O)N(C)CCc3ccccn3)C2)no1 (stereo unspecified) | -6.3% | -0.7 | 5.5% | -3.7 | -4.6% | -25.0% | -1.4 | 4.4 | 2.1
O=C(CSc1nnc(NC(=O)c2cc(Br)ccc2Cl)s1)NCC1CCCO1 (stereo unspecified) | 11.9% | 1.0 | -9.1% | 0.6 | -5.5% | -13.0% | -0.2 | -1.1 | 1.2
COc1ccc(-c2noc(COc3ccc4c(c3)OCO4)n2)cc1 | 15.1% | -3.8 | 2.4% | 0.4 | -6.6% | -2.1% | -0.4 | 1.5 | 2.2
